Source: PubChem (several laboratories)
EBV LMP1 NFkB – reduces LMP1-driven NF-kappaB luciferase signal. LMP1-induced NF-kappaB luciferase reporter cells, luminescence. inhibition, % at 12.5 µM. 350,000 compounds, 0.69% hits; in the data active = inhibition above about 41%;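 also: 0% = neutral control wells and 100% = reference inhibitor control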
TROY NFkB inh – inhibitors of TROY-dependent NF-kB signaling; inhibition, % at 10 µM; AID 1347056; Q293 LMP1-TROYcd NF-kB luciferase reporter, 4 h; 360,000 compounds, 0.98% hits;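 active = compounds whose plate-normalised and pattern-corrected inhibition of the luciferase reporter signal at the single screening dose is 50% or more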
SRC3 inh – human NCOA3 inhibition | inhibition, % at 3.6 µM | HEK293 GAL4-SRC3 luciferase reporter, luminescence | 360,000 compounds, 0.17% hits | Q9Y6Q9;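 active = inhibition above a per-campaign cutoff, the mean of all compounds plus 3 SD, cut at about 60% in these data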;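 also: 0% = DMSO-treated cells and 100% = gossypol-treated cells at 36 µM; higher means less SRC3-driven luciferase light from the GAL4 reporter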
SRC1 inh – inhibitors of human steroid receptor coactivator 1 (SRC1). Q15788. HEK293 GAL4-SRC1 luciferase reporter, luminescence. inhibition, % at 3.6 µM. 360,000 compounds, 0.12% hits;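 active = inhibition above the campaign mean plus 3 SD, with each screening campaign given its own cutoff, cut at about 60% in these data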;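 also: 0% = DMSO treated cells and 100% = gossypol at 36 µM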
TWEAK Fn14 block – TWEAK-Fn14 signaling inhibition; TWEAK-stimulated Fn14 reporter cells, luciferase luminescence, 8 h; inhibition, % at 10 µM; 360,000 compounds, 2% hits; in the data active = inhibition above about 50%
TRAIL sens C8 – sensitizes caspase-8 expressing cells to TRAIL | 360,000 compounds, 1% hits | inhibition (viability loss, TRAIL sensitization), % at 10 µM | AID 624354 | NB7+C8 cells + TRAIL, ATPlite viability luminescence;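 active = compounds causing at least 50% loss of cell viability in the single-dose screen, relative to plate controls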
KKLEB cytotox – reduces viability of KKLEB cystic fibrosis airway cells | KKLEB CF airway cells viability, ATPlite luminescence, overnight; active compounds read low; cells stimulated with P. aeruginosa culture filtrate | activity change (cytotoxicity), % at 5 µM | 360,000 compounds, 0.36% hits | AID 602141;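 active = corrected activity change at or below -50% at 5 µM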
CF NFkB inh – cystic fibrosis NF-kB activation inhibition; KKLEB NF-kB-GFP reporter, PAF-induced, GFP fluorescence overnight; inhibition, % at 5 µM; 360,000 compounds, 0.86% hits; AID 588850;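 active = at least 50% inhibition at 5 µM, scaled per plate between neutral and stimulator controls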;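 also: PAF is a Pseudomonas aeruginosa culture filtrate used as stimulus; plate controls were PAF-stimulated DMSO wells for no effect and unstimulated DMSO wells for full effect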
Shn3 3UTR inh – reduces Shn3 3'UTR luciferase signal in osteoblasts; Clone20 osteoblast Shn3 3'UTR firefly luciferase, 24 h; inhibition, % at 12.5 µM; 360,000 compounds, 0.52% hits; AID 588674;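 active = mean inhibition of at least 75% with every replicate also reaching 75%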;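 also: 0% = median of neutral control wells and 100% = pilot-screen positive control compound; some compounds past the cut are filed as inactive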
COUP-TFII inh – NR2F2 (human) inhibition, primary screen; HEK293T NGFI-A luciferase reporter, luminescence; AID 686940; inhibition, % at 8.6 µM; 370,000 compounds, 0.7% hits;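 active = inhibition above a per-plate cutoff, mean inhibition of test wells between control levels plus 3 SD, cut at about 38% in these data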;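 also: cells cotransfected with COUP-TFII expression vector driving the NGFI-A reporter; 0% = median of COUP-TF2 test wells and 100% = reporter-only cells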
Target sequence (P24468 whole entry, looked up): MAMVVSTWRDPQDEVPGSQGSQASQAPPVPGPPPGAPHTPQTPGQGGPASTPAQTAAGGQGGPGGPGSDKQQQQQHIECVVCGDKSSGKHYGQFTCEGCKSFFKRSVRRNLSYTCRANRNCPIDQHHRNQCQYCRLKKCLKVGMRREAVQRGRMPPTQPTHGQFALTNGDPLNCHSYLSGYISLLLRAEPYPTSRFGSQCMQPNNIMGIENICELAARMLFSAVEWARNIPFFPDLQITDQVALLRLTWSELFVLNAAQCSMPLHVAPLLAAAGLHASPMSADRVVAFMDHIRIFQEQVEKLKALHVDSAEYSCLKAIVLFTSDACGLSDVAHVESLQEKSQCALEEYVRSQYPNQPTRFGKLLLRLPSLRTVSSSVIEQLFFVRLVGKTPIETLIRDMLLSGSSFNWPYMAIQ
NR5A2 inv ag – NR5A2 inverse agonism in reporter assay; O00482; HEK293T StAR-luciferase reporter, LRH-1 transfected, 24 h; inhibition, % at 3.6 µM; 360,000 compounds, 0.13% hits; AID 602396;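 active = inhibition above the mean inhibition of all tested compounds plus 3 SD, cut at about 73% in these data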;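 also: 0% = DMSO wells and 100% = reporter-only cells lacking LRH-1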
Target sequence (O00482 whole entry, looked up): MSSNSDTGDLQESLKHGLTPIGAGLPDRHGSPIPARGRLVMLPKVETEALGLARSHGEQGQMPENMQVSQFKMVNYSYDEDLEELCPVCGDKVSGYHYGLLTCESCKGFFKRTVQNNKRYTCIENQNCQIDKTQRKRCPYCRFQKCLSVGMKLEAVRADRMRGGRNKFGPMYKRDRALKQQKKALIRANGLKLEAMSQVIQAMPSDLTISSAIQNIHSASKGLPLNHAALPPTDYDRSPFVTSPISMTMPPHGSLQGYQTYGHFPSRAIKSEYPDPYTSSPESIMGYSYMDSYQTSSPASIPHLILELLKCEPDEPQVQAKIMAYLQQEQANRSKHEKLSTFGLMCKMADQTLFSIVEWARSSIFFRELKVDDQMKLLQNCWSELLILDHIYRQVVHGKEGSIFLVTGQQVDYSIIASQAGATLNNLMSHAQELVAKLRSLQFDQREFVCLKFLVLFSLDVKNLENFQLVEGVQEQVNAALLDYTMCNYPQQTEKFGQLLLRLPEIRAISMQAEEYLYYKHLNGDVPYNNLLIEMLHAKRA
Numbers without * were called inactive; x = not tested or not shown; & = joins results of further samples. The list is partial. The share of hits here may be higher or lower than overall.

Structure,EBV LMP1 NFkB,TROY NFkB inh,SRC3 inh,SRC1 inh,TWEAK Fn14 block,TRAIL sens C8,KKLEB cytotox,CF NFkB inh,Shn3 3UTR inh,COUP-TFII inh,NR5A2 inv ag
Cn1c(SCC(=O)Nc2ccc(N3CCOCC3)cc2)nnc1C1CC1,2,-17,3,-19,-2,8,8,-2,2,-4,1
NS(=O)(=O)c1ccc(CNC(=O)C2(c3ccc(Cl)cc3)CC2)cc1,-3,24,4,10,1,-1,3,0,-4,8,-6
COc1cccc(CNC(=O)COC(=O)c2cccc(S(=O)(=O)N3CCN(C(C)=O)CC3)c2)c1,-1,-11,11,-6,4,-9,-11,19,-17,-3,-7
COc1ccc(/C=C2\SC(=S)N(C(Cc3ccccc3)C(=O)O)C2=O)cc1 (stereo unspecified),15,23,5,-30,6,0,0,14,10,-19,3
O=C(NNC(=O)C1C2C=CC(C2)C1C(=O)O)c1ccccc1 (stereo unspecified),-1,-31,-69,-36,19,2,9,2,-20,2,-64
COc1ccc(N2C(=O)C3C4C=CC(CC4)C3C2=O)c([N+](=O)[O-])c1 (stereo unspecified),-20,-6,0,9,7,4,8,11,-12,16,15
COCCNc1nnc(SCC(=O)NC2CCCCC2)s1,3,-10,-7,6,1,3,12,12,-4,-21,-4
CC(C)C[C@H]1CNC(=S)N1CC1CCN(CCC2CCCC2)CC1,-3,7,10,12,-4,5,16,-18,-3,3,10
O=C(COc1ccccc1F)c1ccc(O)cc1O,-12,-36,-2,-19,10,-10,18,-16,-25,-11,-14
CS(=O)(=O)N(CC(=O)N1CCN(c2ccccc2F)CC1)c1cccc(C(F)(F)F)c1,8,5,12,-39,22,-2,0,5,12,17,10
COc1ccc2c(C)cc(=S)[nH]c2c1,-8,-17,14,-21,-5,-6,6,-3,-4,-11,-2
CCOC(=O)C1=C(c2ccccc2)N=C2SCC(=O)N2C1c1ccc(OCC)c(OCC)c1 (stereo unspecified),4,-28,-14,-41,-6,9,-8,10,0,17,-8

Further entries follow:
Structure,EBV LMP1 NFkB,TROY NFkB inh,SRC3 inh,SRC1 inh,TWEAK Fn14 block,TRAIL sens C8,KKLEB cytotox,CF NFkB inh,Shn3 3UTR inh,COUP-TFII inh,NR5A2 inv ag
CN1C[C@H](C(=O)N[C@]2(C)O[C@@]3(O)[C@@H]4CCCN4C(=O)[C@H](Cc4ccccc4)N3C2=O)CC2c3cccc4[nH]cc(c34)C[C@H]21 (stereo partly specified),5&2,-7&-7,-53&12,5&6,-15&-6,-9&2,-15&-8,9&-3,4&-7,2&23,-21&-3
Cc1ccccc1C(=O)c1c[nH]c(C(=O)N2CCN(c3ccccc3F)CC2)c1,10,16,12,-113,13,4,-3,1,-8,3,-6
O=C(N/N=C/c1ccc(OC(=O)c2ccccc2)cc1)c1ccc(CN2CCOCC2)cc1,5,24,-22,-27,-12,4,3,-15,1,-20,1
CCCCc1ccc(-c2ccc(Br)cc2O)nc1,-46,0,-74,-60,27,22,-2,3,13,-29,-65
CCC(c1ccccc1)c1nnc(NC(=O)c2ccco2)s1 (stereo unspecified),x,-37,19,-4,-17,15,-2,-10,-14,-2,-4
CC(C(=O)NCCc1ccc(S(N)(=O)=O)cc1)N1C(=O)CC(C)(C)Sc2ccccc21 (stereo unspecified),8,6,-1,2,-11,2,10,-14,8,3,9
Fc1ccccc1-c1nc(NC2CCCC2)c2ccccc2n1,-3,12,6,11,36,-8,1,9,16,12,14
CN(C)c1ccc(N2C(=O)CC(Sc3ccccc3C(=O)O)C2=O)cc1 (stereo unspecified),13,9,14,2,-1,-10,3,4,3,-8,5
COc1ccc(CCNC(=O)C(C(=O)c2ccccc2)n2ccccc2=O)cc1OC (stereo unspecified),-3,4,1,-8,2,1,-2,-11,-20,14,9
O=S(=O)(N/N=C/c1c(F)cccc1Cl)c1ccccc1,6,7,22,-3,-4,1,3,5,12,1,-8
COc1cccc(CNC(=O)c2ccccc2NC(=O)C2=C(C)OCCS2)c1,1,-7,-6,-4,4,2,4,-12,8,2,14
CCc1ccccc1NC(=S)N(CCN(C)C)C(C)c1ccco1 (stereo unspecified),0,-8,15,-11,8,-7,-6,16,-5,13,15

One compound at a time (already shown). Order of screens: EBV LMP1 NFkB | TROY NFkB inh | SRC3 inh | SRC1 inh | TWEAK Fn14 block | TRAIL sens C8 | KKLEB cytotox | CF NFkB inh | Shn3 3UTR inh | COUP-TFII inh | NR5A2 inv ag
Profile of Fc1ccccc1-c1nc(NC2CCCC2)c2ccccc2n1 = -3 | 12 | 6 | 11 | 36 | -8 | 1 | 9 | 16 | 12 | 14
Profile of CN1C[C@H](C(=O)N[C@]2(C)O[C@@]3(O)[C@@H]4CCCN4C(=O)[C@H](Cc4ccccc4)N3C2=O)CC2c3cccc4[nH]cc(c34)C[C@H]21 (stereo partly specified) = 5&2 | -7&-7 | -53&12 | 5&6 | -15&-6 | -9&2 | -15&-8 | 9&-3 | 4&-7 | 2&23 | -21&-3
Profile of CCc1ccccc1NC(=S)N(CCN(C)C)C(C)c1ccco1 (stereo unspecified) = 0 | -8 | 15 | -11 | 8 | -7 | -6 | 16 | -5 | 13 | 15
Profile of Cc1ccccc1C(=O)c1c[nH]c(C(=O)N2CCN(c3ccccc3F)CC2)c1 = 10 | 16 | 12 | -113 | 13 | 4 | -3 | 1 | -8 | 3 | -6

The listing picks up, repeating the 3 entries before the break.
Structure,EBV LMP1 NFkB,TROY NFkB inh,SRC3 inh,SRC1 inh,TWEAK Fn14 block,TRAIL sens C8,KKLEB cytotox,CF NFkB inh,Shn3 3UTR inh,COUP-TFII inh,NR5A2 inv ag
O=S(=O)(N/N=C/c1c(F)cccc1Cl)c1ccccc1,6,7,22,-3,-4,1,3,5,12,1,-8
COc1cccc(CNC(=O)c2ccccc2NC(=O)C2=C(C)OCCS2)c1,1,-7,-6,-4,4,2,4,-12,8,2,14
CCc1ccccc1NC(=S)N(CCN(C)C)C(C)c1ccco1 (stereo unspecified),0,-8,15,-11,8,-7,-6,16,-5,13,15
CCc1cccc(NC(=O)COC(=O)c2cc([N+](=O)[O-])ccc2N2CCOCC2)c1,-6,8,15,4,-30,23,-21,22,-8,11,7
CNc1cncc(-c2ccc(OC)c(OC)c2)n1,x,-7,31,20,19,22,-10,56*,-14,5,10
COc1cc(C(=S)N2CCC(C)CC2)ccc1O,2,-2,5,-12,-8,-7,-4,4,15,3,-8
CC1CC(CC(C)C(=O)NC(=S)Nc2ccc(S(N)(=O)=O)cc2)C(=O)O1 (stereo unspecified),-8,-2,11,-10,-5,16,-17,10,-3,7,-1
O=C(CC(=O)NCc1ccc(Cl)cc1)NCc1ccc(Cl)cc1,0,-5,11,-2,6,-8,-10,-5,8,-9,1
CCCn1c(SCC(=O)Nc2nnc(C(C)C)s2)nc2c1c(=O)n(C)c(=O)n2C,-2,-21,-9,-6,4,-5,-3,6,5,-11,-19
CCOc1ccc(OCC)c(NC(=O)C2CCN(S(=O)(=O)c3c(C)noc3C)CC2)c1,3,-15,2,-8,-1,0,-5,7,-6,-2,20
Cc1cc(C)cc(-n2cccc2/C=C2/C(=N)N3C(=NC2=O)SN=C3S(C)(=O)=O)c1,-9,44,-4,5,1,-2,-7,18,3,3,0
N/C(=N\OC(=O)CCCc1ccccc1)c1cccc([N+](=O)[O-])c1,-4,0,-18,-14,0,-8,-1,-2,-21,6,-13
CCN1CCN(S(=O)(=O)c2ccc(Cl)c(C(=O)Oc3ccc(CC(=O)OC)cc3)c2)CC1,-2,9,-6,6,1,5,9,-10,-5,10,5
Cc1ccc(C)c(NS(=O)(=O)c2ccc(-c3cnc(C4CC4)o3)cc2)c1,16,50,-6,-3,20,0,-8,48,9,-61,28
Cn1nnnc1SCC(=O)NCc1ccccc1,5,-4,7,-3,14,0,10,0,-10,0,2

Other entries:
Compound | EBV LMP1 NFkB | TROY NFkB inh | SRC3 inh | SRC1 inh | TWEAK Fn14 block | TRAIL sens C8 | KKLEB cytotox | CF NFkB inh | Shn3 3UTR inh | COUP-TFII inh | NR5A2 inv ag
CCN1CCN(C(=S)NC(C)c2ccccc2)CC1 (stereo unspecified) | -2 | 15 | 0 | -12 | -2 | -2 | 20 | -14 | -20 | 11 | -3
CC(=O)N1CCc2cc(S(=O)(=O)NCCC(=O)N3CCN(c4ccccn4)CC3)ccc21 | -1 | 4 | 12 | -7 | 3 | 7 | -6 | -13 | -6 | 1 | 16
COc1ccc(-c2cc(C3CCN(Cc4ccc([N+](=O)[O-])cc4)CC3)[nH]n2)cc1 | 9 | 18 | 11 | 3 | -3 | -9 | 6 | -5 | 14 | -3 | 8
COC(=O)C(=Cc1ccccc1[N+](=O)[O-])C(=O)OC | -36 | 11 | 41 | 20 | 69* | 13 | -2 | 59* | 39 | -6 | 4
CCOc1ccc(Cn2c3ccc(OC)cc3c3nc4ccccc4nc32)cc1OC | -5 | 11 | 4 | 4 | -102 | 24 | -1 | 1 | 53 | -6 | -30
CC(=O)N1CCN(CCS(=O)(=O)c2cc(Cl)ccc2Cl)CC1 | -8 | -9 | -9 | -11 | 29 | -16 | -17 | 7 | -17 | 1 | 2
COc1ccccc1NC(=O)C(=O)c1cn(CC(=O)N2CCOCC2)c2ccccc12 | -8 | -30 | -45 | -56 | -11 | 4 | 7 | -20 | -47 | -19 | -2
CC(Cc1ccccc1)N1C(=O)c2cccc([N+](=O)[O-])c2C1=O (stereo unspecified) | 5 | -13 | 11 | -19 | 3 | -15 | -1 | -23 | -78 | -22 | -10
COc1ccccc1NC(=O)N1CCCC1C(=O)NC12CC3CC(CC(C3)C1)C2 (stereo unspecified) | -8 | -14 | 4 | -7 | 8 | -12 | 4 | -2 | 22 | 11 | -17
CC(=O)Nc1ccc(N2N=C(C)C(N=Nc3ccccc3)C2=O)cc1 (stereo unspecified) | 8 | -17 | -15 | -4 | -12 | -1 | 10 | -16 | -8 | 0 | 1
O=C(Nc1ccnn1C1CCN(C(=O)c2cccc(Cl)c2)CC1)C1CCOC1 (stereo unspecified) | -22 | 10 | -8 | -10 | 13 | -11 | 0 | -3 | 11 | -12 | 9
COc1cc(CNCCN2CCOCC2)ccc1OCc1ccccc1Cl | -4 | x | 0 | -4 | 101* | 16 | 8 | -4 | -17 | -14 | 3

(listing goes on)
Compound | EBV LMP1 NFkB | TROY NFkB inh | SRC3 inh | SRC1 inh | TWEAK Fn14 block | TRAIL sens C8 | KKLEB cytotox | CF NFkB inh | Shn3 3UTR inh | COUP-TFII inh | NR5A2 inv ag
CCOc1ccccc1NC(=O)CSc1n[nH]c(N)n1 | -6 | -1 | 24 | -24 | 1 | -12 | -4 | -38 | 0 | -4 | 3
COCC(C)n1c(SCC(=O)NNC(=O)c2ccc(F)cc2)nc2ccccc2c1=O (stereo unspecified) | -6 | -10 | 13 | -4 | 4 | -3 | 22 | -3 | 13 | -3 | 24
Cc1cc(C)c(OCC(=O)NCCCn2nc(C)cc2C)c(C)c1 | -2 | 0 | 11 | -5 | -4 | -9 | 10 | 6 | 3 | 9 | -6
C=CCn1c(CCC(O)CCCCC)n[nH]c1=S (stereo unspecified) | 2 | 6 | 9 | -9 | 11 | -1 | 5 | -10 | 4 | 13 | 0
CCOC(=O)/C(=C/c1c(C)n(C)c2ccc([N+](=O)[O-])cc12)C(C)=O | 9 | 50* | 28 | 22 | 73* | -2 | -9 | 2 | 10 | 5 | 1
